DAX1 inh-1 – NR0B1 (DAX1) inhibition. 340,000 tested, 0.99% active. HEK293 Gal4-DAX1 luciferase reporter, luminescence. P51843. AID 504766. inhibition, % at 6.75 µM;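 active means inhibition above the mean over all tested compounds plus 3 SD, cut at about 4.2% in these data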;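 further: 0% = DAX1-transfected cells with DMSO and 100% = empty-vector control cells with DMSO; inhibition shows as a rise in luminescence from relieved DAX1 repression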
Target sequence (P51843 207-470 limits assumed): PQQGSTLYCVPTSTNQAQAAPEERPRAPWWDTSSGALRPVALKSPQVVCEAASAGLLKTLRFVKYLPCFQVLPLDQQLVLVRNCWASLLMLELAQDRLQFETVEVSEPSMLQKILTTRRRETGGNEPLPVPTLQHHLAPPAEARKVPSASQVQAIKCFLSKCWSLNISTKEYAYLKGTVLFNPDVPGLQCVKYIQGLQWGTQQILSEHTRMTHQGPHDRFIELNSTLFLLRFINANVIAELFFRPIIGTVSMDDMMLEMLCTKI
FXN GAA850 act – activators of GAA850 frataxin (FXN) promoter. activation, % at 6 µM. AID 540364. HEK293 lucGAA850 FXN promoter luciferase reporter, 24 h; percent of 10 µM SAHA response. 360,000 tested, 0.56% active;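 active means activation above the average of all compounds screened plus 3 SD, cutoff fixed separately per campaign, cut at about 7.5% in these data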;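 further: 0% = DMSO wells and 100% = 10 µM SAHA wells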
sPLA2-III inh – Inhibits HGIII-sPLA2 liposome hydrolysis, primary screen | QFRET BODIPY PC-A2 liposome hydrolysis, fluorescence | inhibition, % at 12.2 µM | 370,000 tested, 0.56% active | AID 743126;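 active means inhibition above mean plus 3 SD of compounds lying within the high and low control bounds, cut at about 19% in these data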;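 further: 0% = median of test compound wells and 100% = no enzyme DMSO wells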
Target sequence (Q9NZ20 whole entry, looked up): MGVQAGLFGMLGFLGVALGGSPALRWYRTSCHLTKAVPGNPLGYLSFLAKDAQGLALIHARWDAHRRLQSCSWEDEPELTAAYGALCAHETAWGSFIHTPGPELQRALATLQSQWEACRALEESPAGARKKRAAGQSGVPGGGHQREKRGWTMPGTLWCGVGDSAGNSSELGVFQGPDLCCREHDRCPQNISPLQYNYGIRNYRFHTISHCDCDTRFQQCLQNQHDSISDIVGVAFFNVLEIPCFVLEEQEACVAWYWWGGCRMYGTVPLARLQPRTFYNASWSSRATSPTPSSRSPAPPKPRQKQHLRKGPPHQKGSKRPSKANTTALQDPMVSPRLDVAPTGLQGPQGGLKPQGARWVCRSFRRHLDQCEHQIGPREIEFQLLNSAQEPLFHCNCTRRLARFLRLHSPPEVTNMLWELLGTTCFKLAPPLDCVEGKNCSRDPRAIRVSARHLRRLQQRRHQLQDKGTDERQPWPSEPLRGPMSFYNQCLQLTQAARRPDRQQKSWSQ
ssDAF12 agonist – activates DAF-12 receptor from parasite S. stercoralis. HEK293 ssDAF-12/GRIP1 lit1-tk-luc reporter, luminescence; % of 3 µM dafachronic acid response. activation, % at 6.8 µM. 370,000 tested, 1% active;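 active means activation above the mean over all tested compounds plus 3 SD, cut at about 0.9% in these data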;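 further: 0% = DMSO-only wells and 100% = 3 µM delta7-dafachronic acid wells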
hgDAF-12 ag – activates the H. glycines DAF-12 receptor ligand-binding domain. 370,000 tested, 1.8% active. activation, % at 6.8 µM. AID 687014. HEK293 GAL4-hgDAF12 UAS-luciferase reporter, agonist luminescence; normalized to butyrate control;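 active means activation above a cutoff set at the mean of all screened compounds plus 3 SD, cut at about 10% in these data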;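 further: 0% = DMSO wells and 100% = sodium butyrate wells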
DAX1 inh-2 – inhibitors of DAX1 repression of SF-1 activated StAR promoter | HEK293T StAR-luciferase reporter, SF-1/DAX-1 repression relief | inhibition, % at 6.8 µM | 370,000 tested, 1.1% active | AID 652010;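 active means inhibition above the mean over all tested compounds plus 3 SD, cut at about 3.6% in these data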;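 further: 0% = DAX-1 cells with DMSO and 100% = cells lacking DAX-1 with DMSO; higher inhibition means more luminescence from relief of DAX-1 repression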
SMARCA2 act – activators of SMARCA2 function; 370,000 tested, 1% active; MG213 cells, MMTV-luciferase reporter, dexamethasone, overnight; activation, % at 9.1 µM; in the data active means activation above about 7.8%;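 further: 0% = vehicle wells and 100% = reference activator wells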
NR1D1 modulator – modulates human Rev-erb alpha binding to DNA; P20393; Rev-erbα–FITC-DNA binding, fluorescence polarization, 90 min; activity, % at 10 µM; 370,000 tested, 0.79% active; AID 1259318;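 active means activity above about 14%, limit read from the data; passing the limit was not always enough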;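 further: 0% = DMSO wells with 35 nM protein and 100% = DMSO wells with 750 nM protein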
PG9 binder – PG9 antibody binding by small molecule. TR-FRET gp120-PG9 antibody binding. inhibition, % at 6.7 µM. 360,000 tested, 0.43% active. AID 624416; in the data active means inhibition above about 8.5%
PLCb3 inh – inhibitors of human phospholipase C beta3 | AID 720704 | inhibition, % at 12.2 µM | Purified PLC-beta3, fluorogenic substrate, fluorescence | 370,000 tested, 0.18% active; in the data active means inhibition above about 11%;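 further: 0% = median of compound wells on plate and 100% = full blocker control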
hcDAF12 agonist – activates DAF-12 receptor from parasite H. contortus. HEK293 hcDAF-12 lit1-tk-luc reporter, luminescence; 0% DMSO, 100% Δ7-dafachronic acid. activation, % at 6.8 µM. 370,000 tested, 1.4% active;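 active means activation above the mean of all tested compounds plus 3 SD, cut at about 5.5% in these data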;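 further: 100% = response to 3 µM Δ7-dafachronic acid high control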
* marks the source's active call; other numbers are inactive results; . = not tested or not shown.

SMILES	NR1D1 modulator	SMARCA2 act	sPLA2-III inh	PLCb3 inh	FXN GAA850 act	DAX1 inh-1	PG9 binder	hgDAF-12 ag	DAX1 inh-2	ssDAF12 agonist	hcDAF12 agonist
O=c1[nH]c2ccc(Cl)cc2c(=O)n1Cc1ccco1	-3	1	4	-3	1.5	-0.2	0.1	-1.6	0.1	0.2	0.8
Cc1ccc(-c2nnn(CC(=O)N(c3cccc(F)c3)C(C(=O)NC3CCCC3)c3ccncc3)n2)o1 (stereo not given)	-9	0	-3	-2	1.7	-1.1	-1.9	-2.2	-0.1	-0.8	-2.3
O=C(COC(=O)c1ccco1)Nc1ccc2[nH]c(=O)[nH]c2c1	-2	-1	3	-6	1.4	0.6	-0.1	-3.2	1.0	-1.6	3.1
CCOC(=O)[C@]12CCCC=C1N(Cc1ccc3c(c1)OCO3)C(=O)[C@H](CC(=O)NCCCCc1ccccc1)C2	-3	-3	-20	-1	.	.	0.7	-0.1	-0.5	-1.2	-2.7
C=CCOn1c(=O)c(-c2ccc(OC)cc2)[n+]([O-])c2ccccc21	0	-1	-1	-30	2.7	1.5	-1.5	3.4	-0.2	-1.0	-1.2
COc1ccc(Cl)cc1NC(=O)CN1C(=O)NC(Cc2c[nH]c3ccccc23)C1=O (stereo not given)	3	2	-113	-1	3.1	0.3	-2.3	-0.9	-0.6	-0.6	0.6
Cc1ccc(C(=O)NCCN2CCOCC2)cc1C	-1	-2	1	-2	0.8	2.0	-1.8	-2.8	0.4	-0.7	1.1
COc1ccc(NC(=O)CN2CCN(c3ccccc3Cl)CC2)cc1	-3	-3	-9	0	-1.4	-0.3	-3.0	0.3	-0.6	-1.1	-0.6
CCN(Cc1ccncc1)C(=O)c1cc(COc2ccc(F)cc2Cl)on1	0	-2	1	-6	1.2	-0.3	0.5	-2.4	-0.1	-1.1	-2.1
Cc1ccc([N+](=O)[O-])c(OCCn2cnc3ccccc32)c1	0	-2	1	-3	-0.5	-1.4	-0.9	-2.2	-1.9	-1.8	-1.4
O=C(CN1CCN(C/C=C/c2ccccc2)CC1)Nc1cc([N+](=O)[O-])ccc1Cl	-4	-4	-10	-1	1.1	-0.5	-1.8	0.1	-0.2	-0.6	-1.0
CSc1nc(-c2ccccc2)nn1C(=O)c1ccco1	3	-3	-1	0	1.9	-1.0	-1.0	1.3	0.8	-0.5	-1.8
CC(CCN1C(Nc2ccccc2)=NC[C@@H]1Cc1ccccc1)c1ccccc1 (stereo not given in full)	-4	1	14	-1	-3.3	0.2	0.6	1.6	-0.6	-1.2	-1.1
COc1ccc(NC(=O)c2cccc(S(=O)(=O)N3CCCC3)c2)cc1OC	1	0	-3	-6	0.6	-0.8	1.8	-3.4	-1.1	-0.1	-2.2
Cc1ccc(C)c(-n2c3nc(=O)[nH]c(=O)c-3cc3cc([N+](=O)[O-])ccc32)c1	-3	-5	7	-165	4.7	-2.0	0.5	-8.6	-1.6	-1.0	5.2
CCN(CC)CCCNC(=O)c1ccc(C)c(NC(=O)C2=C(C)OCCS2)c1	0	-3	9	-2	0.4	1.5	-1.1	-1.8	0.6	-0.9	-0.9
CC(C)n1c(=O)c2ccccc2n1Cc1cn(Cc2cccnc2)nn1	-2	-3	10	-58	.	.	-2.0	1.0	-1.3	-0.6	-1.4
Cc1ccc(CNc2cnn(C34CC5CC(CC(C5)C3)C4)c(=O)c2Cl)cc1	-3	-2	-1	2	0.4	-0.3	-2.0	0.9	-0.9	-1.5	2.2
COc1ccccc1N1C(=O)CSC1=S	-5	2	-26	-6	0.7	-0.1	-1.5	3.3	-0.8	-0.7	-1.7
Cc1cccn2c(=O)nc(SCC(=O)Nc3ccc4c(c3)OCCO4)nc12	-3	0	-4	4	1.3	-0.9	-1.3	0.5	3.4	-0.9	-1.6
CC(C(=O)Nc1ccc(S(=O)(=O)N2CCCC2)cc1)N(C)CC(=O)Nc1cccc(F)c1 (stereo not given)	6	-1	-18	2	-1.3	-1.1	1.1	-0.7	-3.4	-1.0	-0.4
CCCN(CC(=O)Nc1ccccc1C)C(=O)c1ccc(C2SCCS2)cc1	-4	-1	-1	-5	-0.3	-0.8	0.5	-1.2	-1.6	-1.2	-0.3
Cc1ccc(C(=O)NC(Cc2c[nH]c3ccccc23)C(=O)O)o1 (stereo not given)	-5	0	-12	-7	-0.2	0.7	-0.8	0.2	1.1	-0.3	6.1*
CCOC(=O)c1ccc(N2C(=O)CC(Sc3nnc(C)s3)C2=O)cc1 (stereo not given)	-2	0	-5	0	-1.5	0.4	-0.3	0.8	-0.7	-1.2	0.2
Cc1cccn2cc(CCNC(=O)Cc3cccs3)nc12	9	-2	16	-11	1.4	0.3	2.2	-3.3	0.5	-1.7	-1.3
Nc1cc2c(cc1C(=O)c1ccc(Cl)cc1)OCCO2	8	-2	7	2	2.7	0.2	1.4	1.3	-0.4	-1.4	-1.0
Brc1cnc2nc(SC/C=C/c3ccccc3)[nH]c2c1	-2	0	-1	4	1.7	1.2	-1.1	-1.1	-0.2	-0.9	-1.0
COc1ccccc1-c1noc(-c2cccnc2)n1	2	1	5	-3	4.3	3.9	-1.3	0.5	0.7	-0.9	-0.5
COc1ccc(NC(=O)NC(C)c2ccc3c(c2)OCO3)cc1OC (stereo not given)	-7	2	2	-7	2.4	0.1	-1.8	0.3	-2.6	-0.6	-0.1
O=C(O)CN(c1cccc(C(F)(F)F)c1)S(=O)(=O)c1ccccc1	3	0	-4	1	-1.0	0.6	-1.7	-0.6	-0.2	-1.7	-1.2
O=c1c2cnn(-c3ccc(F)cc3)c2ncn1Cc1ccccn1	-1	-3	0	3	.	.	0.2	-2.7	-1.7	-1.0	-2.3
CCOc1ccccc1C(=O)NCCCn1ccnc1	2	-2	0	4	0.5	0.4	-1.5	0.1	-0.5	-0.8	-0.2
COc1ccccc1CNC(=O)C1CCN(S(=O)(=O)c2ccc(N3CCCC3=O)cc2)CC1	6	0	0	-5	0.7	0.6	-1.2	-0.4	-0.1	-0.3	-1.8
CC1(C(=O)N(CC(=O)NC2CCCC2)Cc2ccco2)CC(=O)N=C2C=CC=CN21 (stereo not given)	1	0	3	-128	-0.6	-0.1	1.9	-0.6	-1.1	-1.4	-1.3
COc1cc2c(cc1OC)CN(Cc1cc(=O)oc3cc(C)c(Cl)cc13)CC2	2	-1	-26	-146	1.6	0.5	0.3	1.1	0.0	-1.5	-0.2
CCCS(=O)(=O)NC(=O)C1(C)CCCN(C(=O)CSc2ccccc2)C1 (stereo not given)	-14	-1	1	-1	0.6	.	-0.3	-0.2	-0.2	-0.1	-0.8
CCC(C)NC(=O)[C@@H]1CCCN1C(=O)C1CCN(S(=O)(=O)c2ccc(C)cc2)CC1 (stereo not given in full)	-4	-1	-2	-3	1.2	-0.7	0.7	2.5	0.3	-0.2	-2.2
COc1ccc(C(=O)NCCc2ccccc2F)cc1OC1CCN(C(C)=O)CC1	4	-2	1	-5	-2.9	0.3	-1.2	-0.1	-1.8	-0.6	0.2
COc1cccc(C2C(=O)N(C3CCCCC3)CC(=O)N2Cc2ccc(F)cc2)c1 (stereo not given)	-2	-2	2	1	0.3	0.6	-0.6	-2.7	-0.2	-2.1	-3.0
COc1cc(/C=N/NC(=O)c2cccc([N+](=O)[O-])c2)cc(OC)c1O	3	2	-1	6	-0.7	0.1	-3.8	1.6	-0.5	-1.0	0.1
CCn1c(=N)n(CC(=O)c2ccc(OC)cc2)c2ccccc21	2	1	-3	-13	2.5	0.5	-0.3	-0.4	1.0	-0.7	1.5
CC(=O)OCCCNc1cc(SCc2ccco2)c2nonc2c1[N+](=O)[O-]	-15	2	-8	-6	3.1	-1.4	-0.7	1.3	0.2	-1.1	-2.5
COc1ccc(C(=O)COC(=O)C(C)N2C(=O)C3C4CCC(C4)C3C2=O)cc1 (stereo not given)	0	3	1	-4	0.1	-0.5	-0.4	-1.1	-0.5	-0.5	2.8
Cc1ccc(NC(=O)CN(C)C(=O)C(C)OC(=O)CNC(=O)c2ccc(Cl)c([N+](=O)[O-])c2)cc1 (stereo not given)	1	-3	-1	1	3.2	0.1	0.0	0.7	0.8	-0.1	0.2
CNC(=S)NC(CC(=O)OC)c1ccc2c(c1)OCO2 (stereo not given)	-2	-1	2	-1	-1.4	0.8	-0.9	-1.6	0.1	-1.8	-0.7
Oc1c(C=NCc2ccncc2)sc2ccccc12	1	6	-10	-79	.	.	-3.3	4.2	1.9	0.7	5.0
CCN=C(NC#N)SCc1c(F)cccc1Cl	-8	4	1	3	2.4	-0.3	-2.3	-3.2	0.0	-2.0	0.6
COc1cc(OC)cc(-c2sc3ccc(OC)cc3c2C#CCCO)c1	6	0	-10	-27	3.9	-0.4	0.7	1.1	-1.1	-0.7	-1.0
COc1ccccc1N1CCN(C/C(O)=C(\C#N)c2nc(-c3ccccc3)cs2)CC1	3	0	-16	-5	-2.1	0.4	-1.9	-1.8	0.7	-1.0	-0.2
Cc1cccc(C)c1NC(=O)CNC(=O)c1cn(-c2ccccc2)nc1-c1ccccc1	1	-2	-13	-8	1.2	-0.7	2.4	-2.3	-1.1	-0.9	-2.3
COc1cc(NS(=O)(=O)c2ccc(NC(=S)NC(=O)C(C)(C)C)cc2)nc(OC)n1	4	2	7	2	-3.1	0.3	-0.8	-0.7	-0.5	-1.8	-0.2
Cc1ccc(NC(=O)N2CCCC2C(=O)NCCC2=CCCCC2)cc1 (stereo not given)	0	-2	-4	1	-2.0	0.4	0.0	-0.9	0.4	-1.0	-0.3
COc1ccc(Cn2c(C)nnc2-c2cnn(C)c2N)cc1OC	0	2	-4	-6	3.0	0.0	0.3	-0.2	-0.6	-1.2	0.5
Cc1ccc2c(c1)NC(=O)CC(c1ccccc1)=N2	-5	2	6	3	0.7	0.8	0.9	0.6	0.6	-1.3	-1.5
CCCCNC(=O)C1CCCN1C(=O)NCc1ccccc1OC (stereo not given)	0	-6	13	-3	.	.	.	0.0	0.9	-1.0	-0.7
Cc1ccc(C(=O)OCC(=O)NC2CCCCC2)o1	-9	1	4	-5	1.7	0.7	-2.7	1.2	2.8	-1.0	-0.8
CC1=NOC(=O)/C1=C\c1ccc2c(c1)OCO2	-7	-1	1	1	0.7	-0.1	-1.7	-1.0	0.3	-1.1	0.3
CCCNC(=O)c1ccc(CN2CCOCC2)cc1	-1	4	6	2	1.4	-0.6	-1.1	2.9	0.0	-1.0	-0.2

Reprinted at random: two records from the list, in no set order.
SMILES	NR1D1 modulator	SMARCA2 act	sPLA2-III inh	PLCb3 inh	FXN GAA850 act	DAX1 inh-1	PG9 binder	hgDAF-12 ag	DAX1 inh-2	ssDAF12 agonist	hcDAF12 agonist
CC1(C(=O)N(CC(=O)NC2CCCC2)Cc2ccco2)CC(=O)N=C2C=CC=CN21 (stereo not given)	1	0	3	-128	-0.6	-0.1	1.9	-0.6	-1.1	-1.4	-1.3
Cc1cccc(C)c1NC(=O)CNC(=O)c1cn(-c2ccccc2)nc1-c1ccccc1	1	-2	-13	-8	1.2	-0.7	2.4	-2.3	-1.1	-0.9	-2.3
